# Screening data (PubChem)
# MrgX1 antagonist: antagonists of human MrgX1 receptor. Q96LB2. MRGX1-HEK293 calcium flux, Fluo-4, BAM8-22 antagonism; active compounds read low. B-score at 10 µM. hit rate 1.3% among 310,000. AID 588676;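 active = calcium-response B-score plate-corrected more than 3 library SD below zero, starting fluorescence within 5 deviations, no agonist response on first addition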;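 note: peak minus trough fluorescence over baseline after final BAM8-22 challenge near maximal dose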
# MrgX1 ag: human MrgX1 receptor agonism, primary screen. MrgX1-HEK293 cells, Fluo-4 calcium fluorescence, agonist mode; active compounds read high. B-score at 10 µM. hit rate 0.44% among 310,000;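 active = calcium response B-score plate-corrected fluorescence ratio at least 3 library SD, with starting fluorescence B-score inside 5 SD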
#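 times = overnight plating, then 30 min 37 °C plus 30 min room-temperature dye loading | assay system = stable human MrgX1 HEK293 cell line | input = fifteen thousand cells per well | signal = kinetic calcium dye fluorescence, Fluo-4 NW | dosing = compound delivered in addition one of three | read-out = B-scored fluorescence response ratio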
# TRPC6 activator: activators of mouse TRPC6 channel. B-score at 10 µM. HEK293-TRPC6 membrane potential dye fluorescence; active compounds read high. Q61143. hit rate 0.13% among 310,000;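 active = B-score of the integrated fluorescence ratio above library mean plus 3 SD, and starting fluorescence ratio within library mean plus 5 SD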;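 note: higher score means more depolarization so channel activation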
# MrgX1 allo act: allosterically activates human MrgX1 receptor signaling; Q96LB2; B-score at 10 µM; hit rate 0.63% among 310,000; MrgX1-HEK293, Fluo-4 calcium flux, FDSS; active compounds read high; AID 588675;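 active = plate-corrected calcium response at least 3 library SD above typical, normal starting fluorescence, not activating the receptor alone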;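 note: compound read alongside a low EC10 to EC30 dose of BAM8-22 agonist; peak minus trough fluorescence over baseline measured at the second addition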
# RGS4 act: RGS4 potentiation or activation; HEK293 M3R/inducible RGS4, carbachol calcium flux Fluo4; active compounds read low; B-score at 10 µM; hit rate 0.92% among 310,000; AID 463111;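 active = B-score of the integrated calcium signal more than 4 SD below the library mean, with starting fluorescence not abnormally high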;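 note: negative B-score means reduced calcium response which marks RGS4 activation or potentiation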
#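 Assay system: HEK293 FlpIn-TREx cells, stable M3R, doxycycline-inducible RGS4 / Probe or stimulus: carbachol, ECmax concentration / Times: overnight RGS4 induction, 30 min dye load 37 °C, 20 min compound RT / Signal: kinetic calcium fluorescence imaging with Fluo4-AM dye, 2 µM / Measure: Agonist-evoked peak-minus-minimum fluorescence over baseline, integrated ratio, B score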
# RGS4 block: inhibitors of human RGS4; P49798; HEK293 M3R/RGS4 inducible, Fluo-4 calcium flux; active compounds read high; triggered by carbachol at its EC20; B-score at 10 µM; hit rate 0.45% among 310,000;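 active = B-score, a plate-corrected calcium signal, over three deviations above library mean, with baseline fluorescence within five deviations of library mean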;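 note: RGS4 expression induced by doxycycline in cells with stable M3 receptor; B-score is computed from the integrated fluorescence ratio over baseline after carbachol; higher B-score means a larger calcium signal and so more RGS4 inhibition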
# SKKanGAS inh: inhibitors of SKKanGAS S. pyogenes growth in kanamycin (SK-promoter or general growth effect). BacTiter-Glo, 6 h. inhibition, % at 7.5 µM. hit rate 1.3% among 300,000. AID 1662;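 active = mean replicate score, as percent of positive control median, at least 50; inconclusive = mean below 50 but one replicate at or above 50; inactive = mean and every replicate below 50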;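 note: strain carries kanamycin resistance gene driven by streptokinase promoter and grows in 40 µg/ml kanamycin; loss of luminescence reflects streptokinase promoter inhibition or plain growth inhibition; 0% = median of DMSO wells and 100% = positive control at its reference dose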
# HDAC3 inh: inhibitors of human histone deacetylase 3. O15379. recombinant HDAC3, fluorogenic peptide/trypsin coupled, fluorescence. inhibition, % at 8.3 µM. hit rate 0.15% among 320,000. AID 2718; in the data active = inhibition above about 26%, passing the limit was not always enough; inconclusive = no clear call, values can overlap the other calls
# TMEM16A act: activates or potentiates the mouse TMEM16A chloride channel; Q8BHY3; HEK293 TMEM16A/YFP-H148Q/I152L, iodide quench fluorescence; active compounds read low; B-score at 10 µM; hit rate 0.3% among 340,000; AID 623877;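 active = fluorescence-ratio B-score plate-corrected deviation score at least 3 library SD below zero, with starting fluorescence score within 5 deviations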;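 note: channel opened by trigger with iodide after compound preincubation; score built on the fluorescence ratio of max minus min over baseline; more negative score means more quench and so TMEM16A activation or potentiation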
# Target sequence (Q8BHY3 whole entry, looked up): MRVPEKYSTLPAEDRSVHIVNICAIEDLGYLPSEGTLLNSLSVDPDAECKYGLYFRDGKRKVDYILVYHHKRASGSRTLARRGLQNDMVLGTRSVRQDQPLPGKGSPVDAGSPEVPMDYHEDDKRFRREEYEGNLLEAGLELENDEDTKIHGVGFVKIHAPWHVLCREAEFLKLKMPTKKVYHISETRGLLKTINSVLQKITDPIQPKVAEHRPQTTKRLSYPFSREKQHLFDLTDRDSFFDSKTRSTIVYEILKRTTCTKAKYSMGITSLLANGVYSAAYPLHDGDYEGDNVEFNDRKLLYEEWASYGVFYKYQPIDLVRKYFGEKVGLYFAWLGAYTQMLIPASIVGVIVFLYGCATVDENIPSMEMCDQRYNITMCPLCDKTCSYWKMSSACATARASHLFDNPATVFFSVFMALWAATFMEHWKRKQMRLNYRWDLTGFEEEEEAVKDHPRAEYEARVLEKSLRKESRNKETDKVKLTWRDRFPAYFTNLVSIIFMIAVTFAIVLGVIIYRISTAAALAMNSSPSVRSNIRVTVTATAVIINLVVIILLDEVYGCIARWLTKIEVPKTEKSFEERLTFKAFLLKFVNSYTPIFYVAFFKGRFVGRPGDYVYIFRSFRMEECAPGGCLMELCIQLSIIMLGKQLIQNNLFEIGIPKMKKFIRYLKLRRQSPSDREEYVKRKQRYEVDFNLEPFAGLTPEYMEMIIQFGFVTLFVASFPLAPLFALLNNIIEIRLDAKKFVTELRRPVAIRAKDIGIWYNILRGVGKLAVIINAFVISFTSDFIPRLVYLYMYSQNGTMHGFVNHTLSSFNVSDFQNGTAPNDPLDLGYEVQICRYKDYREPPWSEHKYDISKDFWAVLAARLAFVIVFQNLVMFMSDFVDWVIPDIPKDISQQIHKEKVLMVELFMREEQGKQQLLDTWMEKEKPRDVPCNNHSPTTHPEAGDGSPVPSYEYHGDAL
# TMEM16A inh: blocks the mouse calcium-activated chloride channel TMEM16A. Q8BHY3. HEK293 TMEM16A/YFP iodide influx fluorescence, ionomycin. normalized B-score (activity score, 25-100; higher = stronger inhibition) at 10 µM. hit rate 1.2% among 310,000;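 active = ratio plate-corrected score three or more library SD toward inhibition, starting fluorescence score within five deviations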;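 note: score derived from kinetic fluorescence span divided by baseline fluorescence per well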
# TRPC6 inh: blocks the mouse TRPC6 cation channel. AID 2553. HEK293-TRPC6, membrane potential dye, ACh-evoked depolarization; active compounds read low. hit rate 1.1% among 310,000. B-score at 10 µM;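 active = B-score under library mean minus 3 SD, initial fluorescence not abnormally high, positive integrated signal ratio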;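 note: B-score derived from integrated fluorescence ratio over the kinetic read; more negative B-score means stronger inhibition of depolarization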
# Starred values were filed as active, the others as inactive; i = inactive; ? = inconclusive; · = no result given.
SMILES,MrgX1 antagonist,MrgX1 ag,TRPC6 activator,MrgX1 allo act,RGS4 act,RGS4 block,SKKanGAS inh,HDAC3 inh,TMEM16A act,TMEM16A inh,TRPC6 inh
C=CCOC(=O)c1[nH]c2c(c1C)C(=O)CC(c1ccco1)C2 (stereo unspecified),i,i,i,i,i,i,1,-4,·,i,i
Cc1ccc(S(=O)(=O)N2CCC(C(=O)N[C@@H](C)C(=O)NCC3CCCO3)CC2)cc1 (stereo partly specified),i,i,i,i,i,i,8,-4,i,i,i
COc1cc(C(=O)OCCN2CCOCC2)ccc1O,i,i,i,i,i,i,-1,2,i,i,i
COc1ccc(-c2nc(CS(=O)CC(=O)NCCCN3CCCC(C)C3)c(C)o2)cc1OC (stereo unspecified),i,i,i,i,i,i,-8,2,i,i,i
O=C(O)c1ccc(Nc2ccc3nonc3c2[N+](=O)[O-])cc1,i,i,i,i,i,i,-1,6,i,i,i
CC1CN(C(=O)/C=C/c2ccc([N+](=O)[O-])s2)CC(C)O1 (stereo unspecified),i,i,i,i,i,i,2,6,i,i,i
COc1ccccc1CNC(=O)C1CCCCN1S(=O)(=O)c1ccccc1 (stereo unspecified),i,i,i,i,i,i,1,-4,i,i,i
Cc1onc(-c2ccccc2Cl)c1C(=O)N1CCN(c2ccc(F)cc2)CC1,i,i,i,i,i,i,2,?,i,i,i
COc1ccc(C(=O)N2CC(c3ccc(Cl)cc3)CC2=O)cc1 (stereo unspecified),i,i,i,i,i,i,8,-2,i,i,i
O=c1[nH]nc(Cc2ccccc2)c2ccccc12,i,i,i,i,i,i,10,10,i,i,i
O=C(NCc1n[nH]c(=S)n1-c1ccc(Br)cc1)c1cccs1,i,i,i,i,i,i,9,8,i,i,i
C(#CC12CC3CC(CC(C3)C1)C2)CN1CCOCC1,i,i,i,i,i,i,8,6,i,i,i
CN(C)S(=O)(=O)N(CC(=O)N(Cc1ccccc1)Cc1ccccc1)c1ccccc1,i,i,i,i,i,i,1,8,i,i,i
COc1ccc(CCn2cnc(=O)c(C#N)c2C)cc1OC,i,i,i,i,i,i,-7,9,i,i,i
COC(=O)C(C#N)C(=C1C(=O)CC(C)(C)CC1=O)c1ccc(O)cc1 (stereo unspecified),i,i,i,i,i,i,-4,-4,i,i,i
COc1ccc2c(Cl)c(C(N)=O)sc2c1,i,i,i,i,i,i,-5,-2,i,i,i
O=C(NCc1ccc(F)cc1)C1CCN(c2cnccn2)CC1,i,i,i,i,i,i,-2,-4,i,i,i
C/C(CC(=O)Nc1ccccn1)=N\NC(=O)C(=O)Nc1ccccc1C,i,i,i,i,i,i,-1,-1,i,i,i
O=C(Nc1cccc(O)c1)c1cc2nc(-c3ccccc3)cc(-c3ccccc3)n2n1,i,i,i,i,i,i,2,-2,i,i,i
CS(=O)Cc1cc(Sc2ccccc2)nc(-c2cccnc2)n1 (stereo unspecified),i,i,i,i,i,i,2,0,i,i,i
Cc1onc(-c2c(F)cccc2Cl)c1C(=O)ONC(=O)c1ccccc1,i,i,i,i,i,i,-1,-8,i,i,i
CC(C)c1cc(C(N)=O)c(NC(=O)c2cccc(COc3ccc(Br)cc3)c2)s1,i,i,i,i,i,i,28,2,i,i,i
Cc1ccc(OC(=O)CCC(=O)Nc2ccc(C(N)=O)cc2)cc1,i,i,i,i,i,i,2,-3,i,i,i
O=C(Nc1ccc(Br)cc1F)c1ccc2nsnc2c1,i,i,i,i,i,i,-6,-6,i,i,i
Cc1nn(C)c(Oc2ccccc2)c1CCNS(=O)(=O)c1ccc(Cl)cc1,i,i,i,i,i,i,2,6,i,i,i
CC(=O)Nc1cccc(-c2nnc(SCC(=O)N3CCCCC3)n2C)c1,i,i,i,i,i,i,-30,-1,i,i,i
COc1cccc(CNC(=O)C(=O)NCC2CCCO2)c1 (stereo unspecified),i,i,i,i,i,i,-6,-7,i,i,i
COc1cccc(N2CCc3c(C)nc4ccc(Cl)cc4c32)c1,i,i,i,i,-7.5*,i,-2,-1,i,i,-6.2*
O=C(CN1c2ccccc2Sc2ccccc21)NNC(=S)Nc1ccc(Cl)cc1Cl,i,i,i,i,i,i,111*,2,i,i,i
COC(=O)N/N=C/c1c(C)c(C(=O)c2ccc(F)cc2)n2ccccc12,i,i,i,i,i,i,-4,·,i,i,i
COc1ccc(CNC(=O)CN(C(=O)c2csnn2)c2ccc3c(c2)OCCO3)cc1,i,i,i,i,i,i,-8,-2,i,i,i
Cc1ccc(Nc2nnc(SCC(=O)Nc3cccc(S(=O)(=O)N4CCCCC4)c3)s2)cc1,i,i,i,i,i,i,-5,1,i,i,i
O=C(CSc1ncn[nH]1)NC12CC3CC(CC(C3)C1)C2,i,i,i,i,i,i,1,-3,i,i,i
COc1ccc(C(C)=O)cc1COC(=O)c1ccc(S(=O)(=O)N(C)C)cc1,i,i,i,i,i,i,-11,0,i,i,i
CSc1ccc(-c2c(C#N)c(N)nc3c2CCCC3)cc1,i,i,i,i,i,i,2,-2,i,i,i
C/C(=N\NC(=O)Cc1cccn1C)c1ccco1,i,i,i,i,i,i,0,9,i,i,i
O=C(NCCn1ccc2ccccc21)c1cccc([N+](=O)[O-])c1,i,i,i,i,i,i,10,-3,i,i,i
COc1ccc(CCNC(=S)N2CCN(S(=O)(=O)c3cccc(F)c3)CC2)cc1,i,i,i,i,i,i,-8,3,i,i,i
CCC(C)(C)NC(=O)c1sccc1Oc1ccc(F)cc1[N+](=O)[O-],i,i,i,i,i,i,-3,11,i,i,i
O=C(CN(c1ccc2c(c1)OCCO2)S(=O)(=O)c1ccccc1)NCc1ccco1,i,i,i,i,i,i,1,1,i,i,i
Cc1sc2ncnc(N3CCC(C)CC3)c2c1C,i,i,i,18*,i,i,9,12,i,i,i
Cc1cccc(NC(=O)C2CCCN(S(=O)(=O)c3cccc4cccnc34)C2)c1 (stereo unspecified),i,i,i,i,i,i,-3,6,i,i,i
CC(OC(=O)c1cccs1)C(=O)NCCc1ccccc1 (stereo unspecified),i,i,i,i,i,i,1,2,i,i,i
Cc1sc2nc(CSC(C)C(=O)Nc3ccc(C#N)cc3)[nH]c(=O)c2c1C (stereo unspecified),i,i,i,i,i,i,10,-3,i,25*,i
CCCN(CCC)CCCNS(=O)(=O)c1cc(Br)cc2c1N(C(C)=O)CC2,i,i,i,i,i,i,-4,-1,i,i,i
COc1ccc(S(=O)(=O)Oc2ccc(C(=S)N3CCOCC3)cc2OC)cc1,i,i,i,i,i,i,1,2,i,i,i
CCC1CCCCN1CCCNC(=O)C1CCCN(c2nn3c(=O)cc(C)nc3s2)C1 (stereo unspecified),i,i,i,i,i,i,6,3,i,i,i
NS(=O)(=O)c1ccc(Cl)c(C(=O)Nc2ccccc2[N+](=O)[O-])c1,i,i,i,i,i,i,-1,-3,i,i,i
CCCCNC(=O)c1cccc(C(=O)NCCCC)c1,i,i,i,i,i,i,-8,-2,i,i,i
N#Cc1cc2c(nc1SCC(=O)Nc1sc3c(c1C#N)CCC3)CCCC2,i,i,i,i,i,i,1,-12,i,i,i
# Other records
SMILES,MrgX1 antagonist,MrgX1 ag,TRPC6 activator,MrgX1 allo act,RGS4 act,RGS4 block,SKKanGAS inh,HDAC3 inh,TMEM16A act,TMEM16A inh,TRPC6 inh
CC(C)c1ccc(Nc2nc(Cl)nc(NCc3ccco3)n2)cc1,i,i,i,i,i,i,-6,12,i,i,i
CSc1ccccc1OCc1cc(C(=O)NC2CCOC(C)(C)C2)no1 (stereo unspecified),i,i,i,i,i,i,9,2,i,i,i
O=C1CN(C(=O)COc2ccc(F)cc2Br)c2ccccc2N1,i,i,i,i,i,i,-3,-10,i,i,i
CC(=O)Nc1cccc(-c2csc(NCc3ccccc3)n2)c1,i,i,i,i,i,i,10,2,i,i,i
Cc1cccc2cc(CN(Cc3ccc(F)cc3)C(=O)N3CCOCC3)c3nnnn3c12,i,i,i,i,i,i,-4,9,i,i,i
O=C(Nc1ccccc1)N1N=CCC1c1ccccc1 (stereo unspecified),·,·,i,·,i,i,-3,·,i,·,i
CCN(C(=O)c1cn(CC)c(=O)c2cc(OC)c(OC)cc12)c1ccccc1C,i,i,i,i,i,i,-3,9,i,i,i
CSc1ccc(S(=O)(=O)N2CCC(C(=O)Nc3ccc(C(N)=O)cc3)CC2)cc1,i,i,i,i,i,i,1,-8,i,i,i
N#Cc1ccc(NC(=O)COC(=O)CCc2nc3ccccc3c(=O)[nH]2)cc1,i,i,i,i,i,i,-10,·,i,i,i
O=C(Nc1ccc(-c2nc3ccccc3s2)cc1)C1=COCCO1,i,i,i,i,i,i,7,-10,i,i,i
C=C1C2(C(=O)Nc3nccs3)CCC(C2)C1(C)C (stereo unspecified),i,i,i,i,i,i,3,2,i,i,i
COc1cccc(/C=C(\C(=O)O)c2ccccc2)c1,i,i,i,i,i,i,-3,6,i,i,i
CCCCN1CCc2c(c3ccccc3n2Cc2ccccc2)C1,i,i,i,i,i,i,2,-1,i,i,i
O=C(/C=C/Nc1ccccc1Br)c1ccccn1,i,i,i,i,i,i,14,12,i,i,i
COc1cccc(CNC(=O)COc2cccc(-n3cnnn3)c2)c1,i,i,i,i,i,i,-5,3,i,i,i
Cc1ccc(S(=O)(=O)N2CCCCC2C(=O)Nc2nncs2)cc1 (stereo unspecified),i,i,i,i,i,i,-1,-5,i,i,i
C=CCOC(=O)C1=C(C)Nc2ncnn2C1c1cccs1 (stereo unspecified),i,i,i,i,i,i,3,-8,i,i,i
CCOc1ccc(N2C(=O)CC(N(CCc3ccc(S(N)(=O)=O)cc3)C(C)=O)C2=O)cc1 (stereo unspecified),i,i,i,i,i,i,6,·,i,i,i
CCOc1cc(OCC)cc(C(=O)O)c1,i,i,i,i,i,i,-6,9,i,i,i
CN(c1ccc(OCC(=O)NC2=NCCS2)cc1)S(=O)(=O)c1ccc(F)cc1,i,i,i,i,i,i,-4,3,i,i,i
Cc1nn(C(C)(C)C)c(OC(=O)CC(C)C)c1S(=O)(=O)c1ccccc1,i,i,i,i,i,i,5,2,i,i,i
